GAA glycogen: inhibitors or activators of human alpha-glucosidase glycogen cleavage; recombinant GAA, glycogen substrate, Amplex Red glucose oxidase fluorescence; Potency, µM (series often up to 76.4 µM), for the others: at the top dose activity change, negative = inhibition, usual class: inhibitors; 300,000 tested, 0.38% active; AID 2100;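 further: 0% = full enzyme reaction and -100% = no-enzyme basal signal; the screen sought inhibitors and activators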
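Natural-substrate format: glycogen cleavage by 4 nM human enzyme, glucose read by Amplex Red coupling (Ex 573, Em 610 nm). Normalized to enzyme and no-enzyme controls.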
GAA inh: inhibitors of human lysosomal alpha-glucosidase | Potency, µM (titrated, usually from 76.9 µM), for inactives: at the top dose activity change, negative = inhibition, usual class: inhibitors | 200,000 tested, 0.005% active | P10253 | purified human GAA, 4-MU-alpha-glucoside fluorescence;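 further: plate controls were uninhibited enzyme wells for no effect and no-enzyme background for full effect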
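Human alpha-glucosidase, 4 nM, pre-mixed with test compounds before 400 uM 4-methylumbelliferyl substrate; 20 min room temperature at pH 5.0. Fluorescence read after pH 10 stop; AC50 values from Hill-equation fits.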
HTT aggregate: inhibitors of mutant huntingtin aggregate formation in PC12 cells | Potency, µM (doses to about 46.1 µM), for the others: at the highest dose activity change, negative = inhibition, usual class: inhibitors | 220,000 tested, 1.1% active | PC12 HttQ103-GFP aggregates, Acumen cytometry, 40 h; further: on the % scale 0 is the no-effect control and ±100 the full control effect; nearly all actives have a fitted effect of over 60% in size
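PC12 cells with ecdysone-inducible HTT exon1 Q103-GFP, induced by 100 nM tebufenozide, given compounds in a concentration series. GFP aggregates (1–25 um, 6 SD above background) counted in lysates by laser-scanning cytometry, 488 nm excitation.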
HTT cytoprotect: cytoprotection in Huntington HTT-Q103 PC12 cell model. 230,000 tested, 0.14% active. Potency, µM (series often up to 56.4 µM), inactives show cytoprotection (ATP increase), hits mostly activators. PC12 HTT-Q103 induced, cytoprotection, ATP luminescence, 40 h. AID 1471;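 further: % of control where 0% means no effect; nearly all actives have a fitted effect of over 45% in size; toxic huntingtin expression switched on by the ecdysone agonist tebufenozide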
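ATP quantification (ATPlite) reports survival of PC12 cells in which tebufenozide, 100 nM final, switches on Htt exon 1 with 103 glutamines linked to GFP; compounds are titrated.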
IMPase Li inh: membrane-permeable IMPase blocker, potentiated with lithium | CHO-M1 cells, IP1 TR-FRET (IP-One), carbachol + lithium | Potency, µM (series often up to 59.4 µM), inactives show at the highest dose activity, negative = IMPase inhibition, usual class: inhibitors | 210,000 tested, 0.35% active | AID 1457;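 further: IP1 builds up when IMPase is blocked and the TR-FRET signal falls; plate controls were basal vehicle for no effect and high inhibitor control for full effect; nearly all actives have a fitted effect of over 50% in size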
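Steps: plate 2000 CHO-M1 cells per well and culture 16–30 h; add compound and lithium; incubate 30 min, 37C; add d2-IP1 tracer and Eu cryptate anti-IP1 antibody in lysis buffer; read after 10 min at room temperature.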
RGS12 GoLoco inh: inhibitors of human Gai1-RGS12 GoLoco interaction (red fluorophore) | P63096 | Gai1:RGS12 GoLoco peptide FP, rhodamine, 10 min | Potency, µM (titrated, usually from 61.6 µM), without a hit: at the top dose activity, negative = inhibition, most hits filed as inhibitors | 230,000 tested, 0.44% active | AID 880; active means well fitted inhibition curve with a large enough effect, not every such curve was filed as active; inactive means no such curve, though single readings can be large or run the other way; further: on the % scale 0 is the no-effect control and ±100 the full control effect; nearly all actives have a fitted effect of over 30% in size; many of its hits are not listed in these tables
Target sequence (P63096 whole entry, looked up): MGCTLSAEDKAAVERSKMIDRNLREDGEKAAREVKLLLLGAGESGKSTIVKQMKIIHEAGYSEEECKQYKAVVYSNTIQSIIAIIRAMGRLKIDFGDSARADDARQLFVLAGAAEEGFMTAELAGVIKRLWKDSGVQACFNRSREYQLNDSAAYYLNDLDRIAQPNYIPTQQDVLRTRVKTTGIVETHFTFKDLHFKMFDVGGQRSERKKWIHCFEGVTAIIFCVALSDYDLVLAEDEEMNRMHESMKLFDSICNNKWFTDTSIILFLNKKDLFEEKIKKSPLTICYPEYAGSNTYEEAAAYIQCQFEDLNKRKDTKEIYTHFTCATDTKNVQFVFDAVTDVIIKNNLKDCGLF
GAA spleen mod: inhibitors or activators of human alpha-glucosidase in spleen homogenate; Potency, µM (highest dose often 79.9 µM), for the others: top-dose activity change, negative = inhibition, hits mostly inhibitors; human spleen homogenate, 4-MU-alpha-glucoside fluorescence; 240,000 tested, 0.006% active; P10253;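 further: 0% = enzyme with vehicle and -100% = no enzyme basal signal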
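AC50 values come from Hill-equation fits of concentration-response data, normalized to no-enzyme and full-activity controls. Enzyme source: 1 ug human spleen homogenate; 1 mM fluorogenic 4-MU glucoside, pH 5.0 citrate buffer, 37 C, 40 min.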
* hit, by the source's call; ? = inconclusive; · = no result given; & = joins results of further samples; [ ] = remark or other dose. Unless noted, the call rests on the fitted dose curve; in most records, active means well fitted curve in the direction sought with a large enough effect; inconclusive means small, poorly fitted or top-dose-only effect, or another doubt; inactive means no such curve, though single readings can be large; an effect the other way counts as inactive or inconclusive. Potency means the concentration at half of the fitted maximal effect.

SMILES	GAA glycogen	GAA inh	HTT aggregate	HTT cytoprotect	IMPase Li inh	RGS12 GoLoco inh	GAA spleen mod
O=C(O)COc1ccc(/C=C/c2ccc3cccc([N+](=O)[O-])c3n2)cc1	4%	3%	-4%	·	8%	4%	-9%
Cc1ccc(-n2nnnc2SCC(=O)Nc2ccc3c(c2)OCCO3)cc1C	-5%	1%	-2%	26%[10 µM]	14%	-7%	-7%
N/C(=N\OC(=O)c1cccc([N+](=O)[O-])c1)c1ccccn1	-2%	1%	20%	-115%[inhibitor]	1%	-19%	4%
O=C1CCCC/C1=C\Nc1ccccc1C(=O)O	-15%	5%	11%	-16%	6%[38.3 µM]	-6%	4%
O=C(CCNC(=O)Cn1cnc2ccccc2c1=O)NCCC1=CCCCC1	?	-6%	11%	-9%	23%[38.3 µM]	6%	-14%
CCn1ncc(/C=C/C(=O)C2CC2)c1C	4%	1%	4%	10%[10 µM]	6%	2%	-14%
CN(C)S(=O)(=O)N(CC(=O)Nc1cccc(F)c1)c1ccccc1	-9%	3%	12%[9.22 µM]	12%	11%[38.3 µM]	7%	10%
CC1(C)OC(=O)N(Cc2ccco2)C1(C)O (centres undefined)	0%	5%	6%	10%	-13%[38.3 µM]	-10%	-7%
CC1CCC2(CC1)NC(=S)N(c1ccccc1)N2 (centres undefined)	23%	-5%	11%	-11%[10 µM]	-9%[38.3 µM]	4%	0%
C1CCN(Cc2nnnn2CC2CCCO2)CC1 (centres undefined)	10%	13%	-4%[9.22 µM]	11%[10 µM]	7%	28%	3%
CC(C)COc1ccc(C(=O)N/C(=C\c2cccc([N+](=O)[O-])c2)C(=O)O)cc1	-10%	·	-11%[9.22 µM]	14%[10 µM]	·	0%	12%
COc1cccc(C(=O)NNc2nc(C)cc(C)n2)c1	-4%	0%	8%	·	-2%	7%	4%
C/C(CCC(C)C)=N\Nc1ccc(S(N)(=O)=O)cc1[N+](=O)[O-]	?	1%	-2%	-30%	-4%	7%	2%
Cn1c(=O)c2c(nc(Oc3ccccc3)n2C)n(C)c1=O	1%&10%	2%	?	-12%[10 µM]	13%[38.3 µM]	179%&6%[activator]	1%&2%
O=C(OCC(=O)N1CCN(C(=O)c2ccco2)CC1)c1ccccc1C(=O)c1ccc(Cl)cc1	7%	-3%	-5%	-4%	-2%[38.3 µM]	-1%	4%
CCOc1ccccc1CN1CCN(S(=O)(=O)CC)CC1	-5%	-15%	10%	-2%[10 µM]	-1%[38.3 µM]	-2%	0%
CC(=O)Nc1ccc(-c2cn3ccsc3n2)cc1	5%	8%	0%	-83%[inhibitor]	12%[38.3 µM]	-10%	-1%
COc1ccc(-n2nnnc2SCC(=O)N2CCCC2)cc1OC	10%	8%	12%	-10%	-2%[38.3 µM]	8%	-3%
Cc1cccn2c(=O)c3cc(S(=O)(=O)c4ccccc4)c(=N)n(Cc4ccco4)c3nc12	9%	5%	-18%[9.22 µM]	-13%[10 µM]	6%	12%	-4%
CNc1nc(CCN2C(=O)c3ccccc3C2=O)cs1	4%	14%	0%	7%	3%[38.3 µM]	-14%	-18%
CCOC(=O)c1cc([N+](=O)[O-])c([N+](=O)[O-])cc1NC(C)=O	-4%	1%	13%	·	26%	-11%	1%
Cc1c(CCC(C)C)c(-n2ccnc2C)n2c(nc3ccccc32)c1C#N	2%	-7%	-7%	-26%	-10%[38.3 µM]	2%	-1%
COc1ccc(NC(=O)CC2C(=O)N(c3ccc(OC)cc3)C(=O)N2Cc2ccc(OC)c(OC)c2)cc1 (centres undefined)	23%	5%	22%	-26%	-1%	-2%	4%
Cc1cc(Cl)ccc1OCC(=O)NCCOc1nc(N2CCOCC2)nc(N2CCOCC2)n1	2%	-3%	30%	-13%	-1%[38.3 µM]	5%	-8%
CCCCCCCCCCC1=C(C)C(=O)C(OC)=C(OC)C1=O	·	·	·	-48%[inhibitor]	-3%	1%	-12%&3%
O=C(NC1CC1)C1CCN(C2CCN(C(=O)/C=C/c3ccc(F)cc3)CC2)CC1	-9%	3%	-8%	-17%	8%	9%	7%
Cc1nn(Cc2ccccc2)c(=O)n1N(C)c1ncc(C(F)(F)F)cc1Cl	0%	-3%	-9%	-7%	34%[38.3 µM]	2%	-9%
COc1ccc(CN=C(C#N)C2=C(O)c3ccccc3C2=O)cc1	6%	·	-4%[9.22 µM]	-24%[10 µM]	·	4%	3%
COC(=O)c1ccsc1NC(=O)c1ccc2c(c1)OCCO2	2%	·	-3%[9.22 µM]	3%[10 µM]	·	-8%	6%
O=C(Nc1ccc(Cc2ccncc2)cc1)c1ccc(S(=O)(=O)N2CCOCC2)cc1	1%	-12%	?	-53%[inhibitor]	4%[38.3 µM]	8%	-4%
C[C@@H](C(=O)Nc1ccc2ccccc2c1)[C@@H]1C[C@@]1(C)[C@@H](NS(=O)(=O)c1ccccc1)c1ccccc1	·	·	·	13%	2%	9%	1%
CN(C)c1ccc(P(=O)(OCc2ccccc2)C(O)c2cccnc2)cc1 (centres undefined)	4%	10%	0%	3%	1%[38.3 µM]	3%	?
CC(NC(=O)COC(=O)CCNC(=O)c1ccco1)C12CC3CC(CC(C3)C1)C2 (centres undefined)	0%	-15%	2%	-7%[10 µM]	-4%[38.3 µM]	-1%	1%
COc1ccc(NC(=S)NCc2cccs2)c(OC)c1	0%	10%	2%	·	-6%	0%	5%
COc1ccc(/C=N/Nc2cc(N3CCCC3)nc(N3CCCC3)n2)cc1	-13%	?	?	-63%[inhibitor]	25%	-1%	1%
COc1ccc(N2CCN(CC(=O)Nc3c(C)cc(C)cc3C)CC2)cc1	0%	0%	-15%	-11%[10 µM]	·	·	-1%

Six entries from above, with values under each structure.
Order of results: GAA glycogen	GAA inh	HTT aggregate	HTT cytoprotect	IMPase Li inh	RGS12 GoLoco inh	GAA spleen mod
Cc1c(CCC(C)C)c(-n2ccnc2C)n2c(nc3ccccc32)c1C#N
 : 2%	-7%	-7%	-26%	-10%[38.3 µM]	2%	-1%
COc1ccc(NC(=O)CC2C(=O)N(c3ccc(OC)cc3)C(=O)N2Cc2ccc(OC)c(OC)c2)cc1 (centres undefined)
 : 23%	5%	22%	-26%	-1%	-2%	4%
Cc1cc(Cl)ccc1OCC(=O)NCCOc1nc(N2CCOCC2)nc(N2CCOCC2)n1
 : 2%	-3%	30%	-13%	-1%[38.3 µM]	5%	-8%
CCCCCCCCCCC1=C(C)C(=O)C(OC)=C(OC)C1=O
 : ·	·	·	-48%[inhibitor]	-3%	1%	-12%&3%
O=C(NC1CC1)C1CCN(C2CCN(C(=O)/C=C/c3ccc(F)cc3)CC2)CC1
 : -9%	3%	-8%	-17%	8%	9%	7%
Cc1nn(Cc2ccccc2)c(=O)n1N(C)c1ncc(C(F)(F)F)cc1Cl
 : 0%	-3%	-9%	-7%	34%[38.3 µM]	2%	-9%

Other records follow:
SMILES	GAA glycogen	GAA inh	HTT aggregate	HTT cytoprotect	IMPase Li inh	RGS12 GoLoco inh	GAA spleen mod
C=CCN1C(=O)SC(Cc2cccc(OC)c2O)C1=O (centres undefined)	-28%	8%	-3%	·	7%	6%	-8%
N#Cc1c(Oc2ccc3ccccc3c2)sc(C(=O)c2ccccc2)c1N	-3%	-7%	-23%	?	14%[38.3 µM]	4%	-1%
Cc1ccc(-c2nnc(SC(C)C#N)n2N)cc1 (centres undefined)	-1%	0%	5%	16%	17%[38.3 µM]	10%	-3%
N#Cc1ccc(CSc2nnc(-c3ccncc3)o2)cc1	10%	1%	0%	5%[10 µM]	-6%	7%	2%
C=CCc1ccc(OCCOCCNCCOC)c(OC)c1	2%	4%	8%	0%	2%[38.3 µM]	4%	2%
COc1ccc(COC(=O)N/N=C(\C)CC(=O)Nc2ccc(Cl)cc2)cc1	-5%	2%	7%	-6%[10 µM]	3%	1%	-5%
COc1ccc(CN=CC2=C(O)CNC2=O)cc1	6%	7%	9%	20%	22%[38.3 µM]	17%	-9%
CCOC(=O)c1c(C)[nH]c(C)c1C(=O)COc1ncnc2ccccc12	1%	-13%	5%	-6%	5%	-1%	-2%
Cc1c(C(=O)N2CCCCC2)nn(-c2ccc(Cl)cc2)c(=O)c1C#N	5%	-6%	-8%	-41%[inhibitor]	-13%	3%	2%
CCOc1ccc(Oc2c(C)oc3cc(O)ccc3c2=O)cc1	1%	-3%	9%[9.22 µM]	-15%[10 µM]	-5%	20%	-1%
O=C(CCn1c(=O)oc2ccccc21)NCCC1=CCCCC1	1%	·	-6%[9.22 µM]	20%[10 µM]	·	1%	4%
CC(NC(=O)CSc1ncnc2nc[nH]c12)c1ccccc1 (centres undefined)	5%	?	0%	14%[10 µM]	1%	2%	-1%
CCOc1ccc(S(=O)(=O)NCc2ccncc2)cc1	-13%	-2%	?	-52%[inhibitor][10 µM]	47%[activator][38.3 µM]	6%	3%
CC1CC(OCC(O)CN2CCOCC2)CC(C)(C)C1 (centres undefined)	-3%	0%	-5%	13%[0.074 µM]	0%	8%	1%
COc1ccc(C2N(c3ccc4c(c3)OCCO4)C(=O)C2(F)F)cc1OC (centres undefined)	2%	·	10%[9.22 µM]	-5%[10 µM]	·	26%	-1%
COCCOc1cc(N2C(=O)CSCC2=O)c(Cl)cc1Cl	6%	5%	14%	14%	-1%[38.3 µM]	2%	-8%
O=C1CN(C(=O)c2ccc(Br)o2)C(c2ccc(F)cc2)c2cc(F)ccc2N1 (centres undefined)	4%	-1%	11%	13%[10 µM]	21%	2%	1%
Cc1nc(Nc2ccncc2)c2oc3ccccc3c2n1	-6%	1%	15%[9.22 µM]	?	23%[38.3 µM]	-13%	-8%
COC(=O)C1=C(C)N=C2SC(C#N)=C(N)N2C1c1cccc(OC)c1 (centres undefined)	2%	-2%	10%	11%	26%[38.3 µM]	5%	-4%
O=C(CSc1nc2ccc(NC(=O)CSc3nnnn3-c3ccccc3)cc2s1)Nc1ccccc1	5%	-1%	-5%	8%[10 µM]	-7%	86%[activator]	-6%
CN(C)c1ncc2nc(-c3ccccc3)c(=O)n(CCc3ccccc3)c2n1	·	·	·	-40%[inhibitor]	-11%	22%	15%
Cc1ccc(CNC(=O)CCc2ccc(S(=O)(=O)NC3CCCCC3)cc2)cc1	-9%	-1%	1%	21%	33%[activator][38.3 µM]	-49%	-2%
COc1ccc(S(=O)(=O)Nc2ccc(S(=O)(=O)N3CCCCC3)cc2)cc1	-3%	-12%	21%	-5%	-12%[38.3 µM]	-11%	-6%
Cc1ccc2c(CC(=O)O)coc2c1C	7%	4%	10%	1%	-5%[38.3 µM]	-5%	1%
Cc1ccc(C(=O)N/C(=C/c2ccc(-c3cccc([N+](=O)[O-])c3)o2)C(=O)NCCCN(C)C)cc1	-12%	?	5%[9.22 µM]	-6%[10 µM]	19%	24%	-3%

The list is partial (hit frequency here may not be typical).
